LYPLA2 counter = blocks human lysophospholipase 2, a PME1 counter-screen. recombinant LYPLA2, FP-Rh probe fluorescence polarization. inhibition, % at 5.9 µM. 320,000 tested, 0.38% active. O95372. AID 2177;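 active means inhibition above the screen-wide mean plus 3 SD, limit set per campaign, cut at about 26% in these data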;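 further: 0% = LYPLA2 with DMSO and 100% = wells lacking LYPLA2 enzyme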
PAFAH1B3 FP inh = blocks human PAF acetylhydrolase 1B catalytic subunit 3; AID 492972; Q15102; 340,000 tested, 0.28% active; recombinant PAFAH1B3, FP-rhodamine probe, fluorescence polarization; inhibition, % at 3.39 µM;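 active means inhibition above the screen-wide average of all tested compounds plus 3 SD, cut at about 25% in these data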;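 further: 0% = enzyme with DMSO only and 100% = wells lacking PAFAH1B3 protein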
PME-1 inh = blocks human protein phosphatase methylesterase 1 | inhibition, % at 5.9 µM | Q9Y570 | 320,000 tested, 0.53% active | AID 2130 | recombinant PME-1, FP-Rh probe fluorescence polarization;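 active means inhibition above the campaign mean of all compounds plus 3 SD, cut at about 26% in these data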;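 further: competitive labeling of PME-1 active site by serine hydrolase directed probe; 0% = PME-1 with DMSO and 100% = wells lacking PME-1 enzyme; inhibitors block probe labeling so polarization falls and inhibition rises; many of its hits are not listed in these tables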
Target sequence (Q9Y570 whole entry, looked up): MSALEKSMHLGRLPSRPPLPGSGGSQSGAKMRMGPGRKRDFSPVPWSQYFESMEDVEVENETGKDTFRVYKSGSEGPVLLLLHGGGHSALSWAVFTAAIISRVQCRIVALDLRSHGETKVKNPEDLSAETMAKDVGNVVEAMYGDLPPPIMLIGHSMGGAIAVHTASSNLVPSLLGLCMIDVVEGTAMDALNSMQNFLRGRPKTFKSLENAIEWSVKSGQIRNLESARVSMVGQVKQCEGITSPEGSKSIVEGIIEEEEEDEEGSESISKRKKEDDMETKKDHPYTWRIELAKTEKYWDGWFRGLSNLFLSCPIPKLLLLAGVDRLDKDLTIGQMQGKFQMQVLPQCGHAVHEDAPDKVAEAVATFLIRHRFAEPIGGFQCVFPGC
PAFAH2 FP inh = PAFAH2 (human) inhibition. Q99487. recombinant PAFAH2, FP-rhodamine activity probe, fluorescence polarization. inhibition, % at 3.39 µM. 340,000 tested, 0.99% active. AID 492956;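 active means inhibition above the mean over all tested compounds plus 3 SD, cut at about 30% in these data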;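 further: inhibitors block probe labeling of enzyme so polarization drops; 0% = enzyme with DMSO and 100% = wells lacking PAFAH2 protein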
PAFAH1B2 inh = blocks human PAF acetylhydrolase 1b catalytic subunit 2; AID 492953; recombinant PAFAH1B2, FP-rhodamine activity probe, fluorescence polarization; P68402; inhibition, % at 3.39 µM; 340,000 tested, 1.2% active;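 active means inhibition above the mean of all tested compounds plus 3 SD, cut at about 24% in these data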;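 further: 0% = enzyme with DMSO and 100% = wells lacking PAFAH1B2; many of its hits are not listed in these tables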
pPAFAH FP inh = pPAFAH (human) enzyme inhibition. Q13093. 330,000 tested, 1.5% active. AID 463082. inhibition, % at 3.39 µM. recombinant pPAFAH, FP-rhodamine probe fluorescence polarization;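 active means inhibition above the mean inhibition across the screen plus 3 SD, cut at about 25% in these data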;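 further: inhibitors block binding of the rhodamine activity-based probe so polarization drops; 0% = enzyme with DMSO and 100% = wells lacking pPAFAH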
Target sequence (Q13093 whole entry, looked up): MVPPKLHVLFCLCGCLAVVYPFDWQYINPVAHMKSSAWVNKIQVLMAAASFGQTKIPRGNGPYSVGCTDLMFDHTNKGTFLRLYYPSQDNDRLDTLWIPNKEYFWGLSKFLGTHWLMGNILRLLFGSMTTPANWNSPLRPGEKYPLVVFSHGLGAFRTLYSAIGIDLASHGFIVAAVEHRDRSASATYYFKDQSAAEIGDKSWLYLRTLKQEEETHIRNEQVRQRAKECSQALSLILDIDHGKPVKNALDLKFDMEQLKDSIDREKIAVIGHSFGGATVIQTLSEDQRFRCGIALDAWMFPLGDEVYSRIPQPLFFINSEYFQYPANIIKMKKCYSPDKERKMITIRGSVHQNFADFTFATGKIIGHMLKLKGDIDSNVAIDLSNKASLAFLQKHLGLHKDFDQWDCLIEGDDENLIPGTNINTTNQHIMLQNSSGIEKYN
GSTO1 inh = counter-screen for RBBP9 inhibitors: inhibitors of human GSTO1 | recombinant GSTO1, activity-based probe fluorescence polarization | AID 1974 | P78417 | 300,000 tested, 1.1% active | inhibition, % at 5.96 µM;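 active means inhibition above the campaign mean inhibition plus 3 SD, cut at about 35% in these data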;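 further: 0% = GSTO1-1 with DMSO and 100% = wells lacking GSTO1-1 enzyme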
Target sequence (P78417 whole entry, looked up): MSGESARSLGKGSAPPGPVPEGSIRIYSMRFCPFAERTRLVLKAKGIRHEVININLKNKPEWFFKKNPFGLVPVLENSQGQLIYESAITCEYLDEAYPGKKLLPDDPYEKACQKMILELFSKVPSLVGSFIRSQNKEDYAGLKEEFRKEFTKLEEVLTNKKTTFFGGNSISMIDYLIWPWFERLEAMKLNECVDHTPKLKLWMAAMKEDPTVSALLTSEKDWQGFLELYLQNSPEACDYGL
PAD4 inh = inhibitors of human PAD4; Q9UM07; recombinant PAD4, RCA probe fluorescence polarization; inhibition, % at 6.36 µM; 330,000 tested, 0.41% active;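 active means percent inhibition above a cutoff equal to the mean of all tested compounds plus 3 SD, cut at about 15% in these data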;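 further: 0% = PAD4 with RCA probe and DMSO and 100% = probe without PAD4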
LYPLA1 counter = blocks human lysophospholipase 1, a PME1 counter-screen; O75608; recombinant LYPLA1, FP-Rh probe fluorescence polarization; inhibition, % at 5.9 µM; 320,000 tested, 0.16% active;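 active means inhibition above the mean of all tested compounds plus 3 SD, set per campaign, cut at about 14% in these data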;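 further: inhibitors block serine hydrolase probe labeling of LYPLA1 so polarization falls; 0% = enzyme with DMSO and 100% = wells lacking LYPLA1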
The depositor's hits bear a star; x = no result given. An excerpt; the hit share may differ from the screen's.

1. O=C(CN1CCCC1)Nc1ccc(Cl)cc1C(F)(F)F
2. CCC(=O)c1ccc(OCC(O)CN2CCN(c3ccc(F)cc3)CC2)cc1 (stereo not given)
3. O=C(Nc1ncc2c(n1)-c1ccccc1OC2)c1ccc(F)cc1
4. CC(=O)c1ccc(-n2nncc2-c2ccc([N+](=O)[O-])cc2)cc1
5. COc1ccc(C(=O)NC(C(=O)NCc2ccccn2)C(C)C)cc1 (stereo not given)
6. COc1ccc(C)c2sc(N(CCCN(C)C)C(=O)CS(=O)(=O)c3ccc(F)cc3)nc12
7. CCOC(=O)c1cc(C(C)(C)C)oc1CN
8. Cc1ccccc1C(=O)/C(C#N)=N/Nc1c(C)n(C)n(-c2ccccc2)c1=O
9. CCOC(=O)CN1C(=O)C(O)(c2c(C)[nH]c3ccccc23)c2ccccc21 (stereo not given)
10. CCOCCOC(=O)C1=C(C)N(C)C(=O)NC1c1ccccc1F (stereo not given)
Screen / compound no.	1	2	3	4	5	6	7	8	9	10
LYPLA2 counter	2	4	-2	5	-4	2	-7	0	4	5
PAFAH1B3 FP inh	4	11	6	3	2	12	0	0	2	14
PME-1 inh	1	-2	-7	0	0	3	4	-1	-3	-1
PAFAH2 FP inh	7	5	-1	-1	13	7	-2	3	6	0
PAFAH1B2 inh	8	8	5	-2	0	3	4	2	1	5
pPAFAH FP inh	4	4	-2	2	0	-1	-2	-1	7	-1
GSTO1 inh	11	-1	-6	7	1	11	2	5	-2	4
PAD4 inh	-2	-3	9	-1	-4	0	2	-5	-3	-1
LYPLA1 counter	-1	-4	-2	3	-2	-1	-2	-2	1	-2

11. O=C(CCCN=C1NS(=O)(=O)c2ccccc21)OCC(=O)c1ccccc1
12. Cn1c(=O)c2ccccc2n(Cc2cccc(F)c2)c1=O
13. O=C(c1ccc(=O)oc1)N1CCN(C(c2ccccc2)c2ccccc2)CC1
14. NC(=O)COC(=O)c1ccccc1Nc1ccc(SC(F)F)cc1
15. CC(C)C(=O)NC(c1ccco1)c1c(O)ccc2ccccc12 (stereo not given)
16. COc1ccccc1OCC#CCNC1CCCCC1C (stereo not given)
17. O=C1[C@H]2[C@@H](c3ccc(F)cc3)N3C(=O)N(c4cccc(Br)c4)C(=O)[C@@]3(Cc3ccc(Cl)cc3)[C@H]2C(=O)N1C1CCCCC1
18. O=C(Nc1c[nH]c(=O)[nH]c1=O)c1cccc(F)c1
19. CCC(C)(c1nnnn1-c1c(C)cccc1C)N(N=O)c1cccc(C(F)(F)F)c1 (stereo not given)
20. CCN(CC(=O)NCc1ccc(Cl)cc1)C(=O)c1cc(S(=O)(=O)N2CCOCC2)ccc1C
Screen / compound no.	11	12	13	14	15	16	17	18	19	20
LYPLA2 counter	11	1	4	13	-1	4	-3	-1	-2	x
PAFAH1B3 FP inh	0	-5	1	7	7	5	-7	3	4	9
PME-1 inh	-2	0	-4	4	2	3	-7	3	2	x
PAFAH2 FP inh	2	2	2	-1	9	10	-20	-1	-12	4
PAFAH1B2 inh	-7	5	5	1	1	7	1	1	2	0
pPAFAH FP inh	4	0	8	20	-12	2	-10	6	5	4
GSTO1 inh	9	-5	10	1	-1	0	-7	-4	-5	x
PAD4 inh	0	0	-1	7	-3	2	-10	4	8	1
LYPLA1 counter	4	2	-3	1	-3	-3	-1	0	-2	x

21. O=C(NCc1ccccc1)C(c1ccncc1)N(C(=O)c1ccccn1)c1ccccc1 (stereo not given)
22. O=C(CCn1cnnn1)N1CCCC(Nc2ccc(F)cc2)C1 (stereo not given)
23. O=C(NCCNC(=O)C(c1ccccc1)c1ccccc1)c1ccco1
24. O=C(OCc1cc2ccccc2[nH]c1=O)c1ccc([N+](=O)[O-])cc1
25. CCCOc1ccc(/C(O)=C2/C(=O)C(=O)N(c3ccccn3)C2c2ccc(OC)cc2)cc1C (stereo not given)
26. Cc1cc(=O)[nH]n(CCO)c1=O
27. CN(C)C(CNC(=O)CN1C(=O)NC2(CCc3ccccc32)C1=O)c1ccco1 (stereo not given)
28. COc1cc2[nH]c(=O)n(Cc3ccc(C(=O)NC4CCN(Cc5ccccc5)CC4)cc3)c(=O)c2cc1OC
29. c1ccc2c(c1)OCC(c1csc3ncnc(N4CCOCC4)c13)O2 (stereo not given)
30. Cn1nc(C(=O)Nc2ccc(S(=O)(=O)N3CCCC3)cc2)ccc1=O
Screen / compound no.	21	22	23	24	25	26	27	28	29	30
LYPLA2 counter	-3	7	-2	-2	11	-2	3	-5	4	2
PAFAH1B3 FP inh	4	9	4	-7	6	8	-1	1	-6	13
PME-1 inh	-1	4	1	-1	1	-5	-2	-6	-5	8
PAFAH2 FP inh	7	5	-1	-4	11	7	1	-6	-5	4
PAFAH1B2 inh	2	2	-1	-4	1	-6	6	5	2	2
pPAFAH FP inh	-1	-1	4	-3	5	1	2	0	-1	3
GSTO1 inh	1	2	-3	2	5	-2	1	-12	-6	7
PAD4 inh	-5	2	-1	-1	-7	-3	1	-4	5	2
LYPLA1 counter	-1	6	-3	1	3	1	0	-3	-1	2

Look-ups from the entries so far:
entry 22 | PAFAH1B2 inh = 2
entry 19 | LYPLA1 counter = -2
entry 16 | PAFAH1B3 FP inh = 5
entry 4 | PAFAH1B2 inh = -2
entry 17 | GSTO1 inh = -7
entry 3 | PAD4 inh = 9
entry 5 | PME-1 inh = 0

Reformatted with two lines to a compound: five of the compounds above
Values run as follows: LYPLA2 counter, PAFAH1B3 FP inh, PME-1 inh, PAFAH2 FP inh, PAFAH1B2 inh, pPAFAH FP inh, GSTO1 inh, PAD4 inh, LYPLA1 counter
#23 O=C(NCCNC(=O)C(c1ccccc1)c1ccccc1)c1ccco1
 : -2, 4, 1, -1, -1, 4, -3, -1, -3
#24 O=C(OCc1cc2ccccc2[nH]c1=O)c1ccc([N+](=O)[O-])cc1
 : -2, -7, -1, -4, -4, -3, 2, -1, 1
#25 CCCOc1ccc(/C(O)=C2/C(=O)C(=O)N(c3ccccn3)C2c2ccc(OC)cc2)cc1C (stereo not given)
 : 11, 6, 1, 11, 1, 5, 5, -7, 3
#26 Cc1cc(=O)[nH]n(CCO)c1=O
 : -2, 8, -5, 7, -6, 1, -2, -3, 1
#27 CN(C)C(CNC(=O)CN1C(=O)NC2(CCc3ccccc32)C1=O)c1ccco1 (stereo not given)
 : 3, -1, -2, 1, 6, 2, 1, 1, 0

Continuation.
31. CCCNS(=O)(=O)c1ccc(CCC(=O)N2CCCCC2)cc1
32. Cc1ccc(N(C)S(=O)(=O)c2cccc(C(=O)OCC(=O)c3c(N)n(C)c(=O)n(C)c3=O)c2)cc1
33. CC(C)C[C@@H](C)C(=O)N(Cc1ccccc1)c1ccccc1
34. Cn1nc(C(=O)N2CCCc3ccccc32)c2ccccc2c1=O
35. O=C(CSc1nncs1)Nc1ccc2c(c1)OCCO2
36. CC(C)OP(=O)(c1ccc(N(C)C)cc1)C(Nc1ccccc1)c1cccnc1 (stereo not given)
37. CN1CCCN(C(=O)c2cc(=O)[nH]c3ccccc23)c2nc3ccccc3nc21
38. O=C(CCS(=O)(=O)c1cccs1)N1CCCC1
39. O=C(CCN1CCN(C/C=C/c2ccccc2)CC1)Nc1ccccc1
40. Cc1cc(C)c(S(=O)(=O)Nc2cccc(C(=O)O)c2)cc1S(=O)(=O)Nc1cccc(C(=O)O)c1
Screen / compound no.	31	32	33	34	35	36	37	38	39	40
LYPLA2 counter	-1	x	3	-2	5	0	0	-4	11	-5
PAFAH1B3 FP inh	-2	-3	-2	3	-2	-2	5	5	-4	10
PME-1 inh	-3	x	-2	-4	0	-7	-1	-7	-1	2
PAFAH2 FP inh	3	2	0	7	3	5	-15	3	4	8
PAFAH1B2 inh	6	4	6	3	-5	1	-2	0	-2	7
pPAFAH FP inh	3	-5	3	4	2	-3	7	-2	-4	0
GSTO1 inh	-1	x	x	3	-2	4	3	1	2	1
PAD4 inh	0	-3	3	1	-2	-6	-3	-6	-1	-4
LYPLA1 counter	-2	x	2	-2	1	0	0	-2	2	-1

41. CCOC(=O)N1CCN(C(=O)c2ccc(OC)cc2)CC1
42. Cc1ccc2nc(/C(C#N)=C\c3cc(C)n(-c4cccc([N+](=O)[O-])c4)c3C)[nH]c2c1
43. Cc1csc(NC(=O)CSC2=NS(=O)(=O)c3cc(F)ccc3N2)n1
44. COc1cc2oc3ccc(C#Cc4ccccn4)cc3c(=O)c2cc1OC
45. Cc1ccc(S(=O)(=O)NC(=O)c2cc(C)n(C3CC3)c2C)cc1
46. O=S(=O)(c1ccc2c(c1)OCCO2)N1CCN(S(=O)(=O)c2ccco2)CC1
47. COc1ccc(-n2c(Cc3cccn3C)nnc2SCC(=O)Nc2ccccc2F)cc1
48. CCOC(=O)C1CCN(c2c(-c3ccccc3)c3cc(Cl)ccc3[nH]c2=O)CC1
49. COc1ccccc1CC(NC(C)=O)C(=O)NC1CCN(C(=O)c2ccc(C)cc2)CC1 (stereo not given)
50. O=C(C[n+]1cccc(/C=N/O)c1)N1CCCc2ccccc21
Screen / compound no.	41	42	43	44	45	46	47	48	49	50
LYPLA2 counter	6	12	-5	0	-1	x	-6	2	-3	4
PAFAH1B3 FP inh	5	10	7	-4	9	6	6	-2	2	7
PME-1 inh	-2	4	6	-36	-6	x	-4	11	4	1
PAFAH2 FP inh	5	-2	4	-8	4	0	-1	-8	-5	-4
PAFAH1B2 inh	5	0	-3	-1	5	14	3	1	5	-1
pPAFAH FP inh	3	12	-2	0	3	4	11	2	-1	1
GSTO1 inh	1	-20	-7	-10	-1	x	5	-2	6	-1
PAD4 inh	0	2	-4	-1	4	0	-1	6	1	3
LYPLA1 counter	4	6	-1	-2	-1	x	-2	-4	-1	1

51. CC(=O)NC(CCS(C)(=O)=O)C(=O)Nc1ccccc1Cl (stereo not given)
52. COc1cc(NS(=O)(=O)c2ccc(Cl)cc2)c(C(=O)O)cc1OC
53. CCOc1ccc(/C(O)=C2/C(=O)C(=O)N(Cc3cccnc3)C2c2ccc(N(C)C)cc2)c(C)c1 (stereo not given)
54. O=C(CNC(c1ccccc1)c1ccccc1)Nc1cc([N+](=O)[O-])ccc1Cl
55. COc1ccc(OC)c(N2CC(O)(c3cccs3)[N+]3=C2SCCC3)c1 (stereo not given)
56. c1ccc(C2C/C(=N\N3CCOCC3)c3ccccc3O2)cc1 (stereo not given)
57. COC(=O)C(O)(CC(=O)Nc1ccccc1OC)C(F)(F)F (stereo not given)
58. CCN(CC)c1ccc(S(=O)(=O)N2CCOCC2)cc1NC(=O)CSc1cccc[n+]1[O-]
59. CCOc1ccc(-c2nc(C#N)c(N3CCN(Cc4ccccc4)CC3)o2)cc1
Screen / compound no.	51	52	53	54	55	56	57	58	59
LYPLA2 counter	6	-4	4	2	4	-8	3	-3	4
PAFAH1B3 FP inh	0	2	5	7	2	7	5	-3	-9
PME-1 inh	-8	-3	1	3	-4	1	6	-2	0
PAFAH2 FP inh	-8	2	2	2	5	0	-1	-2	6
PAFAH1B2 inh	-2	14	-2	3	3	4	6	1	0
pPAFAH FP inh	4	2	-5	7	1	-5	7	-5	2
GSTO1 inh	6	-3	0	-1	-7	0	-1	5	5
PAD4 inh	4	-1	-7	-4	-3	-2	-3	4	2
LYPLA1 counter	2	-1	1	-4	-2	-7	-1	-2	1
